# PrPC TRFRET – inhibitors of human cell surface prion protein PrPC; inhibition, % at 13.8 µM; actives 0.43% (n = 370,000); TR-FRET read-out; AID 720596; in the data active means inhibition above about 24%; further: 0% = median of the test wells and 100% = reference compound wells
# BoNT F protease – BoNT F light chain protease inhibition. inhibition, % at 10 µM. actives 0.22% (n = 360,000). Multiplex microsphere protease cleavage assay, flow cytometry; in the data active means inhibition above about 35%, passing the limit was not always enough; inconclusive means no clear call, values can overlap the other calls; further: plate controls were buffer without enzyme for full effect and enzyme alone for no effect
# FBA Mtb inh – Mtb fructose-bisphosphate aldolase inhibition | inhibition, % at 1 µM | actives 2.3% (n = 360,000) | purified M. tuberculosis FBA, fluorescence read-out; in the data active means inhibition above about 27%;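 further: 0% = vehicle and 100% = reference inhibitor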
# Target sequence (P9WQA3 whole entry, looked up): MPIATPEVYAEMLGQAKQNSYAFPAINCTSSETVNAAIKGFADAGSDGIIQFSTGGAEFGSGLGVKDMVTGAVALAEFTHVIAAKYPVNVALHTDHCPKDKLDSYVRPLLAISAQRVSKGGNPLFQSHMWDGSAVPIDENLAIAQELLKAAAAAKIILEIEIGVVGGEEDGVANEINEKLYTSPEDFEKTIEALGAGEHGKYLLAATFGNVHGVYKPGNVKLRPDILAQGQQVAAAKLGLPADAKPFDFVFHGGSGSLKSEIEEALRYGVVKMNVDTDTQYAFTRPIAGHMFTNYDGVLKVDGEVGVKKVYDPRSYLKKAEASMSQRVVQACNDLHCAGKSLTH
# GDH-TPI counter – GDH-TPI coupled enzyme inhibition counter-screen | GDH-TPI coupled enzyme counterscreen, NADH absorbance | inhibition, % at 4.8 µM | actives 1.2% (n = 360,000) | AID 588335;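 further: 0% = DMSO wells and 100% = wells lacking the enzyme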
# FadD28 binding – inhibitors of Mycobacterium tuberculosis FadD28 bisubstrate binding | FadD28 bisubstrate probe binding, fluorescence polarization | actives 0.22% (n = 360,000) | inhibition, % at 12.5 µM; in the data active means inhibition above about 8.5%, passing the limit was not always enough; inconclusive means no clear call, values can overlap the other calls
# CCHF vOTU inh – CCHFV vOTU protease inhibition. Pep-AMC fluorescence. actives 0.55% (n = 370,000). inhibition, % at 11.5 µM; further: 0% = vehicle wells with enzyme and 100% = no enzyme wells
# BoNT-A LC inh2 – inhibitors of Botulinum neurotoxin A light chain protease | multiplex microsphere protease substrate cleavage, flow cytometry | inhibition, % at 10 µM | actives 0.17% (n = 360,000); in the data active means inhibition above about 30%; inconclusive means no clear call, values can overlap the other calls; further: plate controls were buffer without enzyme for full effect and enzyme alone for no effect
# Mtb BioA inh – BioA (M. tuberculosis) enzyme inhibition | AID 602481 | inhibition, % at 9.99 µM | purified M. tuberculosis BioA enzyme, plate reader | actives 0.096% (n = 360,000); in the data active means inhibition above about 40%; inconclusive means no clear call, values can overlap the other calls
# UGM FP inh – blocks M. tuberculosis UGM enzyme. purified UGM, fluorescence polarization probe displacement. inhibition, % at 10 µM. actives 0.06% (n = 320,000). AID 504406; in the data active means inhibition above about 10%, passing the limit was not always enough; inconclusive means no clear call, values can overlap the other calls
# Target sequence (P9WIQ1 whole entry, looked up): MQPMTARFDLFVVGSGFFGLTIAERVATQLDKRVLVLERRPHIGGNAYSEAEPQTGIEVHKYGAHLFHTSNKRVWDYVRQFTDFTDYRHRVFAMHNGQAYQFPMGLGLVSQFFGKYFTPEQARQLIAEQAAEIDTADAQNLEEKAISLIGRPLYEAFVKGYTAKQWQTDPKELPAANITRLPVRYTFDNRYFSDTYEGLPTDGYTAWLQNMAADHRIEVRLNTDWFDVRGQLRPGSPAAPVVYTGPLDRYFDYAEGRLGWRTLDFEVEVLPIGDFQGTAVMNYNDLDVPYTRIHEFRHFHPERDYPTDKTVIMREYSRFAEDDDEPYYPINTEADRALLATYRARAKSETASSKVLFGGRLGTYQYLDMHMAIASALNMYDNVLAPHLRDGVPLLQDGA
# Active calls of the source: *; ? = inconclusive; . = no result given; & = joins results of further samples. Unless noted, no stated cut-off is given here; in the data, active means inhibition above about 30%; inactive means the rest.
No.	Compound	PrPC TRFRET	BoNT F protease	FBA Mtb inh	GDH-TPI counter	FadD28 binding	CCHF vOTU inh	BoNT-A LC inh2	Mtb BioA inh	UGM FP inh
1	COC(=O)c1ccccc1NC(=O)Cn1c(SC)c(F)cnc1=O	-5	5	0	-4	-4.5	-4	1.3	-1.2	0.4
2	CC1CCN(S(=O)(=O)c2ccc3c(ccn3CCC(=O)N3CCCCC3)c2)CC1	1	6	5	6	-2.4	-1	-0.9	1.1	-0.3
3	CCOc1ccc(-c2nc(N)ncc2Oc2ccccc2Br)c(O)c1	-4	1	1	18	-0.9	6	0.8	-5.7	0.1
4	O=C(NNC(=O)c1cccnc1SCc1cccc([N+](=O)[O-])c1)c1ccccn1	17	-6	3	15	-2.8	8	-2.1	-2.1	2.0
5	COc1ccc(Nc2nc(-c3c(C)nc4ncccn34)cs2)cc1	0	-6	3	6	4.8	-6	-1.4	.	.
6	CCCCCNC(=O)c1cn(CC)c2cc(N3CCN(C)CC3)c(F)cc2c1=O	-4	4	17	10	0.9	-9	-1.6	1.6	0.6
7	CCn1cc(-c2cc(C(F)(F)F)n3nc(C(=O)O)cc3n2)c(C)n1	-8	2	4	16	-0.2	6	0.1	1.2	2.0
8	Cc1ccc(S(=O)(=O)N2CCOCC2)cc1C(=O)Nc1ccc(-c2cn3ccsc3n2)cc1	6	10	0	0	-0.9	11	-0.8	-1.8	-1.8
9	CCn1cnc2c(Nc3cc(F)cc(F)c3)nc(C#N)nc21	4	1	3	26	-1.5	-6	-0.6	-1.2	-5.4
10	COC(=O)CN(C)C(=O)c1ccc2nc(Cc3cccc(Cl)c3)oc2c1	10	?	0	-1	-0.6	-1	-0.4	1.3	3.2
11	FC(F)(F)Oc1ccccc1C(c1nnnn1Cc1ccccc1)N1CCN(C/C=C/c2ccccc2)CC1 (configuration not stated)	4	-12	-1	.	0.7	12	-0.3	7.8	.
12	COc1ccc(OC)c(CN2CCN(C(=O)c3ccco3)CC2)c1	7	?	-2	11	3.1	2	-5.0	1.4	0.1
13	COc1ccc(CCN=Cc2ccc(O)cc2)cc1OC	-5	12	-1	25	-0.3	10	-3.1	4.0	-2.2
14	O=C(C[C@H]1C/C=C\CC[C@@H](Cc2ccc(F)cc2)C(=O)OC[C@H]2CCCN2C1=O)N[C@H](CO)Cc1ccccc1	-3	-7	-1	7	-0.3	14	0.0	1.6	.
15	CCCCOC1CC(c2ccc(OCc3ccc(OC)cc3)c(OC)c2)N(C)O1 (configuration not stated)	7	-5	-1	3	-2.1	3	-0.7	.	-4.2
16	Cc1noc(NC(=O)c2ccc(F)cc2)c1C#N	0	0	0	12	-2.6	11	0.0	-1.0	-0.2
17	OCCN1CCN(c2nc(N3CCCCC3)nc(N3CCCCC3)n2)CC1	3	-7	1	-8	-2.6	-2	0.0	0.8	-0.4
18	COc1cccc(NC(=O)N(C)C[C@H]2Oc3cc(Br)ccc3S(=O)(=O)N([C@H](C)CO)C[C@H]2C)c1	6	2	0	-2	-2.2	4	0.2	0.9&0.3	.
19	Oc1ccc(C[C@H]2CNC(=S)N2CC2CCCN2C[C@H](Cc2ccccc2)N2C[C@H](Cc3ccc(O)cc3)N(CC3CCCCCC3)C2=S)cc1 (some centres not stated)	-6	-8	1	17	-3.4	24	-0.4	-0.2	.
20	O=C(CS(=O)c1ccc(F)cc1)Nc1ccccc1Cl (configuration not stated)	6	-2	-1	-1	-3.6	-6	-1.4	.	1.7
21	Cc1ccc(NC(=O)c2c([N+](=O)[O-])cnn2C)cc1C	-15	0	0	12	-1.9	-5	1.2	-1.5	-1.6
22	COc1cccc(CN(C)C(=O)Cc2ccc(OC)c(S(=O)(=O)N3CCOCC3)c2)c1	6	2	-2	10	-3.9	-5	3.7	.	4.4
23	Cn1c(=O)n(C/C=C/c2ccccc2)c(=O)c2c1nc1n2CCCN1c1ccc(F)cc1	-4	-4	1	-2	-3.6	-12	0.1	.	2.9
24	CCOc1ccc2nc(SCc3ccc(F)cc3)sc2c1	4	-1	0	9	-1.3	-2	0.5	.	0.2
25	O=C(OCc1ccccc1)N1CCCC1/C=C/CN1CCOCC1 (configuration not stated)	4	1	4	9	0.8	-1	-0.2	.	1.2
26	Nc1ccn([C@@H]2O[C@H](C(=O)N3CCCN(Cc4cccs4)CC3)[C@@H](O)[C@H]2O)c(=O)n1	4	5	3	.	-2.4	15	0.2	0.3	.
27	CCc1nc2c(OCc3ccc(C(F)(F)F)cc3)cccn2c1N(C)C(=O)c1ccco1	11	6	1	4	-4.9	10	-0.3	-2.1	.
28	O=C(CN1CCCC1)Nc1ccccc1Cl	-1	-1	0	8	-1.6	-8	?	0.0	-1.4
29	Cc1cccc2cc(CN(Cc3cccs3)S(=O)(=O)c3ccc4c(c3)OCCO4)c(=O)[nH]c12	1	6	1	6	0.1	-3	0.2	.	-1.3
30	CC(C)(C)c1ccc(C(=O)C2CCCN(C(=O)CN3CCCC3=O)C2)cc1 (configuration not stated)	2	-8	0	8	-1.4	1	0.2	.	-0.3
31	COc1ccc(C(=O)NCC(c2ccco2)N2CCc3ccccc32)cc1OC (configuration not stated)	6	9	1	7	1.1	9	-1.6	4.4	4.6
32	Cc1onc(-c2ccccc2Cl)c1C(=O)N1CCc2ccccc2C1	-3	-21	-3	-2	-3.6	-9	-2.1	0.9	2.4
33	COCCNC(=S)NNC(=O)c1ccc(-n2cnnn2)cc1	-8	-3	-3	17	-0.1	-10	-0.8	.	-1.2
34	Nn1c(C2CCCCC2)nc2ccccc2c1=O	5	-3	4	22	-0.7	4	-1.1	-0.7	0.4
35	O=C(Nc1ccc(Cl)cc1)Nc1nc(-c2sccc2Br)cs1	0	-17	-2	-1	-2.5	5	-0.3	.	-1.7
36	OCCC1CN(Cc2cccc3nonc23)CCN1C1CCCCC1 (configuration not stated)	-17	-2	2	6	0.3	-15	-0.4	2.6	0.8
37	O=C(Cn1nc(C(=O)O)c2ccccc2c1=O)Nc1ccc(Br)cc1	-5	-2	5	-4	-0.1	13	-1.9	-1.5	3.5
38	COc1ccc(CCN=C(NS(=O)(=O)c2ccccc2)c2ccccc2)cc1OC	-7	-7	-1	12	-3.7	11	0.0	.	2.2
39	CCN(CC)S(=O)(=O)c1ccc(Cl)c(C(=O)Nc2cc(C)nn2-c2ccccc2)c1	21	7	0	8	-2.4	-10	-0.1	.	1.4
40	COc1cnc(-c2ccccn2)nc1Sc1ccc(C)cc1	4	4	-2	7	-9.3	2	-3.7	.	-2.3

# 4 compounds picked at random from the list so far:
No.	Compound	PrPC TRFRET	BoNT F protease	FBA Mtb inh	GDH-TPI counter	FadD28 binding	CCHF vOTU inh	BoNT-A LC inh2	Mtb BioA inh	UGM FP inh
21	Cc1ccc(NC(=O)c2c([N+](=O)[O-])cnn2C)cc1C	-15	0	0	12	-1.9	-5	1.2	-1.5	-1.6
25	O=C(OCc1ccccc1)N1CCCC1/C=C/CN1CCOCC1 (configuration not stated)	4	1	4	9	0.8	-1	-0.2	.	1.2
39	CCN(CC)S(=O)(=O)c1ccc(Cl)c(C(=O)Nc2cc(C)nn2-c2ccccc2)c1	21	7	0	8	-2.4	-10	-0.1	.	1.4
38	COc1ccc(CCN=C(NS(=O)(=O)c2ccccc2)c2ccccc2)cc1OC	-7	-7	-1	12	-3.7	11	0.0	.	2.2

# Further records.
No.	Compound	PrPC TRFRET	BoNT F protease	FBA Mtb inh	GDH-TPI counter	FadD28 binding	CCHF vOTU inh	BoNT-A LC inh2	Mtb BioA inh	UGM FP inh
41	COc1ccc2c(c1)oc(=O)c1c3ccccc3[nH]c21	15	-2	15	15	-1.8	-2	-1.5	-3.1	.
42	COc1ccc(-c2cc(C(=O)N3CCCCCC3)no2)cc1	-7	-1	0	0	-1.7	22	0.2	1.7	2.0
43	c1ccc([C@H]2CC3C[C@@H](c4ccccc4)N2O3)cc1	2	-1	5	3	-2.0	13	0.2	0.8	.
44	CCC(C)NC(=O)c1c(C)cc(=O)oc1C (configuration not stated)	-2	-1	-2	20	-3.5	3	-1.8	.	-0.2
45	O=C(NNC(=O)c1ccccc1OCc1ccc(F)cc1)c1ccncc1	-6	?	6	11	-0.7	4	-3.9	.	-0.5
46	NC(=O)[C@@H]1CCCN1Cc1nc(Cc2cccc(C(F)(F)F)c2)no1	10	4	-2	5	-1.8	-1	-0.3	0.8	3.3
47	Cc1cccc(N(C)C(=O)c2cc3cc4ccc(C)cc4nc3o2)c1	-2	-3	3	6	-2.2	2	0.9	0.6	.
48	OCC1CCCN(c2ncnc3scc(-c4ccccc4)c23)C1 (configuration not stated)	11	-4	7	-2	-2.6	4	0.7	.	1.6
49	CCCCNC(=S)N(CCO)Cc1cc2cc3c(cc2[nH]c1=O)OCCO3	9	?	16	11	-3.9	-18	1.1	4.8	-1.2
50	COc1ccccc1CCC(=O)Nc1ccc2c(c1)c(=O)n(C)n2Cc1ccc(F)cc1	13	0	105*	10	-0.8	-57	0.1	1.1	.
51	O=c1oc2ccccc2c2[nH]ccc12	5	-1	-3	3	-6.0	-7	-0.1	1.1	-0.2
52	Cc1cc(NC(=O)CSc2nc3c(cc2C#N)CCCCC3)no1	2	0	5	-4	0.5	0	-0.5	-3.5	3.2
53	O=C(Nc1sc2c(c1C(=O)NCC1CCCO1)CCCC2)c1cccs1 (configuration not stated)	-3	5	3	7	0.9	1	0.8	-0.6	0.4
54	COC(=O)c1cc2sc(Cl)cc2n1CC(=O)NCC1CCCO1 (configuration not stated)	-5	-2	-1	-2	-4.7	-4	0.4	.	3.2
55	CCOC(=O)C1=C(C)C(c2ccc(OC)cc2)NC(=O)N1 (configuration not stated)	2	7	2	-6	0.5	-2	0.1	.	-3.8
56	Cc1coc2c(C)c3oc(=O)c(CCC(=O)N[C@@H](C)C(=O)N[C@@H](Cc4ccccc4)C(=O)O)c(C)c3cc12	5	4	13	6	-5.9	-12	-0.2	0.1	-2.5
57	Cc1ccc(CNc2oc(-c3ccco3)nc2C#N)cc1	2	-8	54*	16	-2.6	-12	-1.2	1.5	1.4
58	Cc1c(C(=O)NC(=S)Nc2ccc3c4c(cccc24)CC3)cccc1[N+](=O)[O-]	-1	4	3	6	-0.8	13	1.2	-0.6	0.1
59	O=C(CN1CCOCC1)N1CCN(S(=O)(=O)c2ccccc2)C1c1ccccc1 (configuration not stated)	-5	-1	-3	11	1.2	-20	1.2	-1.4	1.6
60	COc1ccc(-c2csc3ncnc(N4CCN(c5ccccc5[N+](=O)[O-])CC4)c23)cc1	.	-13	2	10	-0.1	.	-1.7	-1.5	1.0
61	CCn1c(SCC(=O)OC(C)C)nnc1-c1ccccc1	4	.	0	4	-0.7	-5	.	-0.1	2.9
62	COc1cc2c(cc1OC)C(C(=O)NCc1cccnc1)C(c1cccnc1)N(C)C2=O (configuration not stated)	0	-6	1	-3	-3.3	-4	0.5	-0.2	0.8
63	O=C(Nc1ccccc1)N1CCN(C2c3ccccc3-c3ccccc32)CC1	-5	-2	4	3	1.2	-1	0.3	-0.8	-1.5
64	O=C(CCn1cnc2ccccc21)N/N=C/C=C/c1ccccc1	-9	-10	2	21	-3.9	-8	0.7	1.1	1.2
65	CC(C)(C)C(=O)Nc1ccc(/C=C/C(=O)c2ccco2)cc1	2	?	2	49*	-3.0	-8	-9.2	-0.4	-1.6
66	O=C(Cc1cccc(NC(=O)C2CCCN(C(=O)C3CCCCC3)C2)c1)Nc1cccc(C(=O)N2CCCCC2)c1 (configuration not stated)	8	-5	-2	-9	-4.6	4	0.0	-0.7	.
67	COc1ccc(NC(=S)N(CCN(C)C)C(C)c2ccco2)cc1Cl (configuration not stated)	0	0	-1	10	-2.9	5	0.4	-0.9	1.0
68	CC1(C)C([N+](=O)[O-])C(c2ccc(Cl)cc2)NC(c2ccc(Cl)cc2)C1[N+](=O)[O-] (configuration not stated)	0	-8	-2	0	-1.2	4	-0.6	-1.5	-4.0
69	COc1ccc(Cc2nc3ccc(C(=O)NCCSC)cc3o2)cc1	2	?	1	-15	-4.1	8	-5.3	3.4	0.6
70	CC1(c2ccc3ccccc3c2)NC(=O)NC1=O (configuration not stated)	10	2	5	3	-1.9	-2	0.8	0.3	-0.5
71	Cc1cccc(-c2noc(CCCC(=O)NC3CCCCC3)n2)c1	0	-3	-2	1	-4.8	2	-0.8	-1.2	-1.2
72	COc1ccc(Cl)cc1-c1cc(C(=O)Nc2cc(OC)c(OC)c(OC)c2)[nH]n1	1	-1	-1	6	-2.5	-2	0.2	-1.7	.

# Assay outcomes (PubChem BioAssay)
